Screening data from PubChem BioAssay.
p53ts 39C tox: p53ts cell cytotoxicity, nonpermissive temperature. H1299-p53A138V viability at 39C, ATP luminescence, 24 h. Potency, µM (doses to about 46.1 µM), for inactives: at the top dose activity change, negative = cell killing, usual class: cytotoxic. 1.5% of 130,000 active; note: nearly all actives have a fitted effect of over 55% in size
IkB sig inh: suppresses IkB signaling in ABC-DLBCL reporter cells. ABC-DLBCL IkBa-CBG/CBR dual luciferase ratio, 4 h; response scale: scaled: untreated 0%, proteasome inhibitor 100%. Potency, µM (titrated, usually from 57.1 µM), for inactives: at the highest dose IkBa stabilization activation. 0.04% of 110,000 active. AID 445; active = well fitted curve in the direction sought with a large enough effect in the signal ratio, not every such curve was filed as active; inconclusive = small, poorly fitted or top-dose-only effect, or a change in a side signal; the % refers to the signal ratio;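 note: the direction sought is a rising ratio; 0% = basal untreated cells and 100% = reference inhibitor full response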
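Curves were fitted separately to fusion (green), unfused (red) and ratio luminescence, then classed by r2, magnitude and activity. Cells: OCI-Ly3, 4 h compound plus doxycycline at 37C; 10 uM MG-132 defined full response.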
Peg3 imprint: genomic imprint erasure induction; AID 1948; mouse ES Peg3-LacZ reporter, beta-gal luminescence, 40 h; Potency, µM (titrated, usually from 60.7 µM), for inactives: at the top dose activity change, positive = activation, actives largely listed as activators; 0.02% of 110,000 active;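 note: 0% = negative control wells on the plate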
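Each well holds 300 Peg3LacZ-Neo (maternal) female ES cells incubated 40 h at 37C, 5% CO2. LacZ is measured by BetaGlo luminescence, with AC50 and maximum efficacy derived from dose-response curves.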
p53ts 32C tox: cytotoxicity in p53ts cells at permissive temperature; AID 924; 0.93% of 130,000 active; H1299-p53A138V at 32C, ATP luminescence viability, 24 h; Potency, µM (highest dose often 46.1 µM), inactives show at the top dose activity change, negative = cytotoxicity, hits mostly cytotoxic;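 note: 0% = DMSO and -100% = full killing by reference compound; nearly all actives have a fitted effect of over 55% in size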
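H1299-p53 A138V cells (temperature-sensitive p53) exposed 24 h to up to 46 uM compound at 32C, where p53 is wild-type in conformation. Viability read as ATP luminescence and normalised to DMSO and 100 uM tamoxifen. AC50 fitted with the Hill equation.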
Active calls of the source: *; ? = inconclusive; · = no result given; [ ] = another dose, or the depositor's remark. Unless noted, calls come from the whole dose curve; as a rule, active = well fitted curve in the direction sought with a large enough effect; inconclusive = small, poorly fitted or top-dose-only effect, or another doubt; inactive = no such curve, though single readings can be large; an effect the other way counts as inactive or inconclusive. Unless noted, % is set by controls: 0 for no effect and ±100 for the full control effect; potency is the fitted concentration of half-maximal effect.

SMILES	p53ts 39C tox	IkB sig inh	Peg3 imprint	p53ts 32C tox
Cc1nn(-c2ccccc2)c2c1N(CC(=O)NCc1ccc(N(C)C)cc1)C(=O)CS2	-3.0%	1.6%	-10.0%[10.9 µM]	-5.7%
COc1ccc(NC(=O)c2cccc3c(=O)c4c([nH]c23)CCCC4)cc1	2.5%	-1.4%	-4.3%[10.9 µM]	-1.8%
O=C(CCCn1nnc(-c2cccnc2)n1)c1ccc(F)cc1	-5.3%	1.7%	-0.6%	-2.5%
CCOc1ccc(N2C(=O)CC(N3CCN(c4ccc(C(=O)c5ccncc5)cc4)CC3)C2=O)cc1 (stereo not drawn)	6.3%	0.5%	-11.1%	1.8%
COc1ccc(C2=C(N3CCN(c4cc(C)ccc4C)CC3)c3ccccc3C2=O)cc1	-16.9%	?	-21.7%[10.9 µM]	-0.6%
Cc1ccc(S(=O)(=O)N(Cc2ccc(F)cc2)Cc2ccco2)cc1	-4.2%	6.0%	-26.4%	3.7%
Cc1cc2c(cc1C)NC(c1cccnc1)C1=C(CC(C)(C)CC1=O)N2 (stereo not drawn)	7.4%	0.7%	-0.7%	3.0%
Cc1cccc(OCC(=O)Nc2ccccc2OCc2cc(=O)n3ccccc3n2)c1	1.7%	?	-7.6%[10.9 µM]	-3.5%
O=C(NCc1cc(F)cc2c1OCCO2)[C@H]1C[C@@H]1[C@H](NP(=O)(c1ccccc1)c1ccccc1)c1ccccc1	-0.2%	·	-19.3%	18.6%
CCc1ccc2oc(-c3ccc(NC(=O)c4cc(OC)c(OC)c(OC)c4)cc3)nc2c1	-4.8%	5.9%	-14.1%[10.9 µM]	-3.2%
CC(=O)c1ccc(NC(=O)CCCSc2nc(-c3ccco3)cc(C(F)(F)F)n2)cc1	-11.9%	?	-8.4%[10.9 µM]	8.9%
COc1ccc(C(=O)NNc2ncnc3c2cnn3-c2ccc(C)cc2C)cc1	-3.9%	0.8%	-18.8%[10.9 µM]	6.2%
Cc1ccc(Nc2oc(C)nc2C#N)cc1	-3.5%	1.3%	-27.0%	-4.1%
Cc1ccc(CNC(=O)CN(C)S(=O)(=O)c2cccc3cccnc23)cc1	-0.1%	-3.0%	-4.9%	-2.7%
O=C(Cn1nnc(-c2ccncc2)n1)N1CCc2ccccc21	-9.8%	0.0%	-7.5%	5.8%

Compound profiles, from the list above:
COc1ccc(NC(=O)c2cccc3c(=O)c4c([nH]c23)CCCC4)cc1 is listed as p53ts 39C tox = 2.5%; IkB sig inh = -1.4%; Peg3 imprint = -4.3%[10.9 µM]; p53ts 32C tox = -1.8%
Cc1cc2c(cc1C)NC(c1cccnc1)C1=C(CC(C)(C)CC1=O)N2 (stereo not drawn) is listed as p53ts 39C tox = 7.4%; IkB sig inh = 0.7%; Peg3 imprint = -0.7%; p53ts 32C tox = 3.0%

More structures follow.
SMILES	p53ts 39C tox	IkB sig inh	Peg3 imprint	p53ts 32C tox
CCOCCc1nnc(NC(=O)c2ccc(OC)c(OC)c2)s1	4.1%	4.4%	8.4%	7.6%
O=C(c1ccccc1F)N1CCC(c2nc3c(nnn3Cc3cccc(F)c3)c(=O)[nH]2)CC1	3.3%	0.1%	-12.1%[10.9 µM]	1.9%
CCOC(=O)C1CCCN(C(=O)c2ccc(OCC)cc2)C1 (stereo not drawn)	2.8%	-0.4%	1.7%	-2.9%
CCN1C(=O)c2ccccc2Sc2ccc(NC(=O)N3CCN(c4cc(C)ccc4C)CC3)cc21	?	-1.3%	-15.1%[10.9 µM]	-3.7%
CCNc1nc(NCc2ccc(F)cc2)c2cnn(C)c2n1	-21.3%	?	-10.0%[10.9 µM]	-7.5%
COC(=O)c1cc2sc(C)cc2n1Cc1nc(-c2cccc(Br)c2)oc1C	-30.7%	-2.7%	-8.1%[10.9 µM]	6.0%
Cc1nn(Cc2ccc(C(=O)NC3CCCCC3)o2)c(C)c1Br	-6.2%	?	-1.5%	-0.9%
CN(c1ccccc1)S(=O)(=O)c1cc(C(=O)N2CCN(c3ccccn3)CC2)ccc1Cl	1.0%	?	-17.2%	-28.3%
COc1ccc(NC(=O)Cn2nnc(-c3ccccc3F)n2)cc1	2.4%	0.1%	-2.0%	8.0%
COC(=O)C1=C(C(=O)c2ccc(C)cc2)C(c2ccc(O)c(OC)c2)n2nnnc2N1 (stereo not drawn)	-12.4%	-0.7%	5.2%	4.1%
Cn1c(=O)c2c(nc(Oc3ccccc3Cl)n2Cc2ccc(C#N)cc2)n(C)c1=O	10.3%	-1.0%	-11.5%[10.9 µM]	-0.2%
O=c1nc(C(F)(F)F)nc2ccccn12	-1.8%	-1.2%	10.3%	2.3%
CC1=C(C(=O)Nc2ccc(C)cc2C)C(c2ccc(C(C)C)cc2)n2nc(C(F)(F)F)nc2N1 (stereo not drawn)	?	?	-1.5%[10.9 µM]	-9.0%
CCOC(=O)C1CCCN(Cc2ccc3c(c2)OCO3)C1 (stereo not drawn)	-0.3%	-1.4%	-16.3%	6.6%
C=CCn1c(O)c(C(CC)=NCCN2CCOCC2)c(=O)[nH]c1=O	1.8%	1.5%	-15.3%	0.6%
Cc1cccc(Cn2c(=O)n(-c3ccc(Cl)c(Cl)c3)c(=O)c3c(C)c(C)sc32)c1	17.0%	-1.7%	13.6%[10.9 µM]	5.4%
COc1ccc(C(=O)Nc2cccc(-c3nc4cccnc4s3)c2C)c(OC)c1	-27.4%	0.0%	6.2%[10.9 µM]	-26.7%
O=C(O)CC1Sc2ccccc2NC1=O (stereo not drawn)	7.6%	0.6%	-5.3%	-5.4%
CCOc1ccccc1N(C)C(=O)C1CCCN(c2ncnc3onc(-c4ccc(F)cc4)c23)C1 (stereo not drawn)	17.7%	?	-8.7%[10.9 µM]	-0.9%
N#C/C(=C(/N)Sc1ccc(N)cc1)c1ccccc1C(F)(F)F	-25.9%	·	4.2%	-18.8%
CC(C)N(C(=O)Cn1c(SCC(=O)Nc2nccs2)nc2ccccc21)C(C)C	14.4%	·	·	-10.3%
CCOc1ccccc1CNC(=O)C1CCN(S(=O)(=O)c2cccc3nonc23)CC1	-9.4%	-0.7%	-7.1%[10.9 µM]	8.0%
CCc1c(CN2CCN(c3ccccc3F)CC2)csc1C	-14.4%	?	-13.7%[10.9 µM]	-2.8%
CN(Cc1ccco1)c1ncnc2ccc(-c3ccccc3Cl)cc12	-16.1%	-0.5%[11.4 µM]	-23.9%	-5.8%
O=C(OCC1CO1)C1CCCCC1C(=O)OCC1CO1 (stereo not drawn)	31.6µM*	3.4%	-0.2%	3.1%[1.84 µM]
Cc1cc(OC(=O)c2ccccc2)n(CCC#N)n1	4.6%	1.0%	-8.1%	1.8%
COC(=O)c1cc2oc3ccccc3c2n1CC(=O)Nc1cc(OC)cc(OC)c1	-29.7%	2.0%	-8.4%[10.9 µM]	0.4%
CC(C)COC(=O)C(C#N)c1nc2ccccc2nc1N1CCN(Cc2ccc3c(c2)OCO3)CC1 (stereo not drawn)	8.4%	1.2%	-7.6%	-5.4%
COc1cc(S(=O)(=O)N2CCN(Cc3ccccc3)CC2)ccc1Br	17.4%	?	-4.9%	-7.0%
COc1ccc(S(=O)(=O)NCCSC(C)(C)C)cc1Cl	-1.6%	1.2%	-16.2%	-1.5%

Rewritten with two lines to a compound: 2 of the compounds above.
Values run as follows: p53ts 39C tox, IkB sig inh, Peg3 imprint, p53ts 32C tox
- CCOc1ccccc1N(C)C(=O)C1CCCN(c2ncnc3onc(-c4ccc(F)cc4)c23)C1 (stereo not drawn)
  17.7%, ?, -8.7%[10.9 µM], -0.9%
- N#C/C(=C(/N)Sc1ccc(N)cc1)c1ccccc1C(F)(F)F
  -25.9%, ·, 4.2%, -18.8%

(further entries)
SMILES	p53ts 39C tox	IkB sig inh	Peg3 imprint	p53ts 32C tox
Cc1cccc(N(CC(=O)NC2CCCCC2)C(=O)CCC(=O)Nc2cc(C)ccn2)c1	-6.8%	1.0%	-3.6%	-5.5%
CCCn1c(=N)c(C(=O)NCc2cccnc2)cc2c(=O)n3cc(C)ccc3nc21	5.9%	1.3%	5.5%[10.9 µM]	2.7%
CC(=O)OC(C(=O)NC1CCCCC1)c1ccncc1 (stereo not drawn)	10.0%	0.4%	-7.5%	1.0%
O=C(c1ccc(Cl)cc1)c1ccc(OCC(=O)N2CCOCC2)cc1	1.7%	5.4%	-8.5%	2.2%
O=C1CC(N2CCOCC2)C(=O)N1c1cc(Cl)cc(Cl)c1 (stereo not drawn)	-3.3%	1.5%	-4.2%	-11.6%
CN(C(=O)c1ccncc1)c1nnc(-c2ccncc2)s1	12.0%	-2.6%	-0.9%	-0.6%
C=C1C(=O)OC2CC1C(OC(C)=O)CC(C)=CCCC(C)=CCC[C@@]2(C)O (stereo partly drawn)	?	·	-33.8%[inhibitor]	?
COC(=O)CN1C(=O)Nc2ccc(Br)cc2C1c1ccccc1 (stereo not drawn)	10.0%	·	·	5.7%
Cc1ccc(NC(=O)Cn2nc(-c3ccccc3)nc(Cc3ccc(Cl)cc3)c2=O)cc1	-13.5%	1.0%	-6.4%[10.9 µM]	3.5%
COc1ccc(CNC(=O)c2cc(C3CC3)on2)cc1	-17.1%	-3.7%	-19.7%	-14.8%
COCCNC(=O)Cn1nc(N2CCN(c3ccccc3OC)CC2)ccc1=O	5.0%	-1.7%	-4.1%[10.9 µM]	2.9%
CCOC(=O)C1CCN(C(=O)c2sc3nc(-c4ccc(F)cc4)cn3c2C)CC1	-6.0%	0.2%	-17.7%	-12.4%
Cc1ccccc1NC(=O)c1cn(-c2ccccc2)nc1-c1ccccc1	21.2%	-1.3%	-13.3%[10.9 µM]	-2.4%
COc1ccc(OC)c(NC(=O)Nc2ccccc2C)c1	9.0%	2.8%	-5.8%	11.2%
Cn1c(Cc2ccccc2)nnc1SCC(=O)c1ccc(Br)s1	-0.9%	0.0%	0.0%	-2.0%
COc1ccc(C(=O)Nc2cccc(C(=O)N3CCN(C)CC3)c2)cc1	-15.2%	6.6%	-15.8%	-6.4%
CCCCc1c(O)nc(SCC(=O)N2CCOCC2)[nH]c1=O	11.4%	0.3%	-1.3%	6.3%
Cc1[nH]c2ccccc2c1C(=O)CN1CCCCC1C (stereo not drawn)	2.8%	0.5%	-2.7%	0.4%
O=C(O)c1ccc(S(=O)(=O)c2ccccc2)cc1	8.8%	4.4%	-26.8%	0.7%
CCOC(=O)c1ccc(N2CCN(c3cc(C)ccc3C)CC2)c(NC(=O)Nc2ccc(Cl)cc2)c1	-4.9%	-3.0%	?	8.5%
COc1ccc(CCC(=O)N2CCN(C3CCCCC3)CC2)cc1	1.7%	0.2%	-21.9%	-2.3%
COc1cc(C[C@H]2C(=O)OC[C@@H]2Cc2ccc(OC)c(OC)c2)ccc1O	-9.3%	1.1%	-14.2%	-1.7%
O=C(Nc1ccccc1Cl)NC1(C(=O)NCCCN2CCOCC2)CCCCC1	-18.9%	1.6%	-5.9%	-9.4%
O=C(c1csnn1)N1CCC[C@@]2(CCN(c3ccccn3)C2)C1	-3.0%	-0.8%[11.4 µM]	·	0.0%
Cc1ccc(SCC(=O)N2CCOCC2)cc1	-1.6%	1.7%	-17.5%	?
O=c1c(N2CCN(c3ccccc3)CC2)csc2ccc(Cl)cc12	-7.9%	?	-16.2%[10.9 µM]	5.1%
Nc1nc(N2CCCCC2)nc2ccccc12	10.3%	1.9%	-21.1%	4.6%
CC1=C(C(=O)Nc2cccc(C(F)(F)F)c2)C(c2ccccc2)n2ncnc2N1 (stereo not drawn)	-0.2%	2.1%	-10.0%[10.9 µM]	1.4%
Cc1cccc(OCC(=O)Nc2ccccc2C(=O)OCc2cc(=O)n3nc(C4CC4)sc3n2)c1	-25.2%	?	-9.5%[10.9 µM]	-5.6%
CCOc1ccc(-n2c(SCC(=O)N3CCc4ccccc43)nc3c([nH]c4ccccc43)c2=O)cc1	-16.5%	-0.4%	19.6%[10.9 µM]	4.9%
O=C(NCc1ccccn1)c1nnc(Cc2ccc(Cl)cc2)o1	3.0%	1.4%	-2.9%	8.3%
Cc1cc(F)ccc1NC(=O)c1c(C)oc2c1C1=NCCN1C=N2	-3.0%	0.4%	-10.9%[10.9 µM]	8.2%

Reprinted at random: 3 records from the list
SMILES	p53ts 39C tox	IkB sig inh	Peg3 imprint	p53ts 32C tox
Nc1nc(N2CCCCC2)nc2ccccc12	10.3%	1.9%	-21.1%	4.6%
Cc1ccc(SCC(=O)N2CCOCC2)cc1	-1.6%	1.7%	-17.5%	?
O=C(O)c1ccc(S(=O)(=O)c2ccccc2)cc1	8.8%	4.4%	-26.8%	0.7%
